Source: PubChem
Pf Dd2 inh = qHTS Primary assay for Inhibitors of Plasmodium falciparum Dd2 growth in vitro; P. falciparum Dd2 growth, SYBR Green, 72 h; Potency, µM (top dose mostly 28.9 µM), for the others: at the highest dose activity, negative = inhibition, most hits filed as inhibitors; actives 4.3% (n = 120,000); AID 1347417, 2020; active = well fitted inhibition curve with a large enough effect; inconclusive = small, poorly fitted or top-dose-only effect; inactive = no such curve, though single readings can be large or run the other way;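 note: plate controls were DMSO vehicle for no effect and reference drug for full effect; nearly all actives have a fitted effect of over 65% in size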
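Infected erythrocytes (Dd2, 0.3% parasitemia, 2.5% hematocrit final) are added to compound in RPMI-1640/Albumax II medium, grown 72 h at 37C in low oxygen, then lysed with saponin/Triton-X containing SYBR Green and read by fluorescence.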
* hit, by the source's call; i = inactive; ? = inconclusive; & = joins results of further samples; [ ] = another dose, or the depositor's remark. Potency is the fitted concentration of half-maximal effect. The list is partial; count on the stated rates, not on these rows.

mol | Pf Dd2 inh
COc1ccccc1CN1C[C@@H]2C(C(=O)NCc3ccccc3)=NO[C@@H]2C1 | -23%[44.1 µM]
CCOc1ccccc1C(=O)NC1CCCN(c2cc(-c3ccc(Cl)cc3)[nH]n2)C1 (stereo not drawn) | ?
Cc1ccccc1NC(=O)C(=O)NCC(c1ccc2c(c1)OCO2)N1CCN(c2ccccc2)CC1 (stereo not drawn) | ?
CCC(C)NC(=O)c1ccc2c(c1)CC(=O)N2C (stereo not drawn) | -7%
CCCC1c2nccn2CCCN1C(=O)c1cnco1 (stereo not drawn) | ?
COc1cccc(NC(=O)C2CCN(S(=O)(=O)c3cc(-c4noc(C)n4)ccc3C)CC2)c1 | 10µM*
Cc1ccccc1-n1nc(C)c(CCC(=O)NC2CC2)c1Oc1ccccc1 | i
COc1ccc(Cl)cc1-c1ccc2c(c1)C(=O)N1CCN(C(=O)CO)C[C@@H]1C(=O)N2 | ?
COc1ccc(-c2nc(C3CC3)nc3c2CCN(C(=O)c2ccc4c(c2)OCO4)CC3)cc1 | 11µM*
CC1=C[C@@H](CN2CCC(O)CC2)[C@H](C(C)C)C[C@H]1Cc1nnc(-c2ccc(N(C)C)cc2)o1 | 3.5µM*
CC[C@@]1(O)CCN(C(=O)CCn2nc(C)c(C(C)=O)c2C)C[C@H]1O | -4%
CCCn1cnnc1CNC1CCC2(CCNCC2)CC1 | -13%
O=C(c1cnc(Nc2ccccc2)nc1)N1CC[C@H](CO)[C@@H](O)C1 | 7%
COc1ccc(C)cc1NC(=O)c1cn(C)c(=O)c2cc(OC)c(OC)cc12 | -3%
Cc1oc(-c2cccc(Cl)c2)nc1Cn1c(SCc2ccc(F)cc2)nc2cccnc21 | -18%
O=C(CC(c1cccs1)N1Cc2ccccc2C1=O)Nc1ccc(F)cc1 (stereo not drawn) | 6%
CN(C)CCNC(=O)C1CNCC12CCOCC2 (stereo not drawn) | 7%
COc1ccc(S(=O)(=O)c2nnn(-c3cc(Cl)c(OC)cc3OC)c2C)cc1 | 8%
O=C(NCC1CCOCC1)Nc1cccc(F)c1 | i
Cc1ccc(CN(Cc2ccco2)C(=O)c2ccc(OCC(C)C)cc2)cc1 | -4%
O=C1NC(=NC2CCCC2)C2(CCN(CC3CCCCC3)CC2)N1c1cc(F)cc(F)c1 | ?
Cc1ccsc1CN1CCc2nc(N3CCN(c4ccccc4F)CC3)ncc2C1 | ?
CCOc1ccc(CC(=O)N2CCCN(C(=O)C3CC3)c3ccccc32)cc1 | i
COCCOc1cc(-c2noc([C@@H]3CCCN3Cc3ccc(NC(C)=O)cc3)n2)ccn1 | ?
O=C(c1ccccn1)N1CCC2(CC1)NCCc1c2[nH]c2ccccc12 | ?
CCc1ccccc1NS(=O)(=O)c1ccc(OC)c2ncccc12 | -16%
CCC(Oc1ccccc1)C(=O)Nc1cccc(OCc2cc(=O)n3cccc(C)c3n2)c1 (stereo not drawn) | i
Cc1ccc(OCCC2CCN(C(=O)Cc3c[nH]c4ccccc34)C2)cc1 (stereo not drawn) | -13%
COCC(=O)NC1CCc2nnc(C3CC3)n2CC1 (stereo not drawn) | i
COc1ccc(-c2ccnc(N[C@H]3CO[C@H]4[C@@H]3OC[C@H]4OC(=O)Nc3cccc(C(C)=O)c3)n2)cc1 | -28%
CCNC(=O)N1CCOC(CN(CC2CC2)C(=O)c2cccc(F)c2)C1 (stereo not drawn) | ?
CC(=O)c1cccc(NS(=O)(=O)c2cc(-c3onc(C)c3C)ccc2C)c1 | 38%[activator]
COc1ccc(-c2nc(-c3ccccc3)nc3c2CN(C(=O)Cc2ccccn2)CC3)cc1 | 5.6µM*
Cc1ccc(-n2c3c(cc(-c4nc(-c5ccc(Cl)cc5)cs4)c2=O)C(=O)CC(C)(C)C3)cc1 | 10%
COc1cccc(CC(=O)N2CC3(CCN(C(C)=O)CC3)c3cc(OC)c(CCc4ccccc4)cc32)c1 | 24%
COc1cc(NC(=O)Cn2ccn(-c3cc(C)cc(C)c3)c(=O)c2=O)cc(OC)c1 | -3%
O=C(Cc1cccc(F)c1)NCCC1CCN(C(=O)Nc2ccc(F)cc2F)CC1 | -18%
CCN(Cc1ccccc1)C(=O)Cn1c(=O)n(-c2ccccc2)c(=O)c2c1c1cc(C)ccc1n2C | ?
CNC(=O)[C@@H](c1ccc(Cl)cc1)N1CCC[C@H]1C(=O)N1CC[C@@H](O)C1 | ?
C1CC(N2CCC(c3nc(C4CCOC4)no3)CC2)CCO1 (stereo not drawn) | -6%
N#Cc1cccc(CN2CCCC23Cc2ccccc2CNC3=O)c1 (stereo not drawn) | -4%
Cc1c(C)n(Cc2ccc(Cl)cc2)c2ccc(C(=O)NCCc3ccc(S(N)(=O)=O)cc3)cc12 | i
O=C(c1cc2cc(F)ccc2[nH]1)N1CCCC(CO)(Cc2cccc(Cl)c2)C1 (stereo not drawn) | ?
COc1ccccc1N1CCN(C(=O)c2cc(-c3ccc(F)cc3)on2)CC1 | 13%
CC(=O)c1ccc(NC(=O)Cn2ncc3c4ccccc4n(Cc4ccccc4)c3c2=O)cc1 | -16%
CCC1=C(c2ccc(C)cc2)S(=O)(=O)N=C1N1CCC(C(=O)NCc2ccccc2Cl)CC1 | ?
CCc1cccc(NC(=O)Cn2cc(C(=O)c3ccncc3)c(=O)c3cc(C)c(C)cc32)c1 | 10µM*
c1ccc(CN2C[C@H]3CCN(C4CCOCC4)C[C@H]32)cc1 | -10%
CCC(=O)N1c2ccccc2CC1C(=O)NCCCN1CCN(c2ccc(F)cc2)CC1 (stereo not drawn) | -13%
CCc1cc(C(=O)N2CCOCC2CC(=O)N2CCSCC2)cs1 (stereo not drawn) | -19%
Cc1ccccc1Cn1c(=O)n(CC2CCC(C(=O)N3CCOCC3)CC2)c(=O)c2sccc21 (stereo not drawn) | -19%
CN(Cc1cccn1C)C(=O)c1ccc(Cl)nc1 | 12%[44.1 µM]
COc1ccc(C(=O)N2CC3CC(C2)[C@H]2CCCC(=O)N2C3)c(OC)n1 (stereo partly drawn) | 8%
COC(=O)c1cccc(Nc2nn3c(=O)c4cc5c(cc4nc3s2)OCO5)c1 | 18%
COc1cccc(CCC(=O)N2CCC3(CC2)CCC(O)(CN(C)C)CC3)c1 | ?
CCOc1ccc(Br)cc1C1NC(=O)c2c(sc3c2CCN(C)C3)N1 (stereo not drawn) | 1%
COc1cccc([S+](=O)([O-])N2CCC3(CC2)C(=O)NN=C3c2ccncc2)c1 | i
CCCNC(=O)N1CCCC(c2nc(CCOCC3CC3)no2)C1 (stereo not drawn) | i
CC(C)OCCCN(C)C1CCN(S(=O)(=O)c2csc(C(N)=O)c2)CC1 | i
Cc1nnc([C@@H]2CC(F)(F)CN2C(=O)c2nn(C)c3ccccc23)o1 | -9%

Continuation:
mol | Pf Dd2 inh
COc1ccc(Cl)cc1-c1nc(C2CC(=O)N(C3CCCCC3)C2)no1 (stereo not drawn) | -3%
COC(=O)[C@@H]1Cc2c([nH]c3ccccc23)[C@H]2C[C@@H](NCc3cccnc3)C[C@@H](c3ccc(F)cc3)N21 | ?
CC(=O)N1CC2(CCCN(C(=O)CCC(=O)O)C2)Cc2ccccc21 (stereo not drawn) | 0%
COc1cccc2sc(NC(=O)c3ccc4c(c3)OCCO4)nc12 | 46%[activator]
Cc1ccn2c(=O)cc(CSc3nnc(NC(=O)c4ccccc4Cl)s3)nc2c1 | -12%
Cc1nc(-c2ccc(F)cc2)n(Cc2ccccc2F)c(=O)c1CCO | ?
Cc1ccc(C2NC(=O)N(CC(=O)Nc3cc(F)ccc3F)C3=C2C(=O)OC3)cc1 (stereo not drawn) | i
CCOC(=O)c1c(C)[nH]c(C)c1S(=O)(=O)N(C)CC(=O)N1CCN(c2ccccc2OC)CC1 | -20%
CCOc1ccccc1Nc1nc2c(S(=O)(=O)c3ccc(C)cc3)nnn2c2ccsc12 | i
Cc1ccc(CCNC(=O)c2ccc(Cn3c(=O)c4cccn4c4cccnc43)cc2)cc1 | -26%
O=c1[nH]nc2n1CCN(Cc1ccncc1)CC2 | 3%
COc1ccc([S+](=O)([O-])c2nnn3c2nc(NCCCOC(C)C)c2ccccc23)cc1 | -14%
Cn1cc(-c2cccnc2)c2nc(COc3ccccc3)cn2c1=O | i
Cc1ccc(Cn2ccn3nc(-c4ccccc4)c(CO)c3c2=O)cc1 | ?
Cn1c(CO[C@H]2CN(C(=O)Nc3ccccc3)C[C@H]2F)nc2ccccc21 | -10%[44.1 µM]
CCOc1ccc(CNC(=O)CCn2c(=O)c3cccn3c3ccc(F)cc32)cc1 | 2%
COCCNC(=O)c1cc(-c2cccc3[nH]ccc23)cc2ncn(C)c12 | -10%[44.1 µM]
O=C(CCc1nnn2c1CN(C(=O)c1ccccc1)CC2)N1CCOCC1 | -15%
CC(C)NC(=O)N1CCN(S(=O)(=O)c2ccc3c(ccn3C)c2)CC1 | 6%
CCS(=O)(=O)N1CCCC(C(=O)NCCOC)C1 (stereo not drawn) | 42%[activator]
CCOc1ccc(-c2nnc(SCC(=O)NCCc3ccc(OC)c(OC)c3)nc2-c2ccc(OCC)cc2)cc1 | -26%
CN(Cc1ccccc1)C(=O)CCc1nc(C2CCCN2C(=O)C2CCC2)no1 (stereo not drawn) | -6%
CS(=O)(=O)N1CCC(OC2CCN(C(=O)Nc3ccccc3F)CC2)CC1 | i
CCSc1ncc(Cl)c(C(=O)Nc2c(C(=O)Nc3ccc(Cl)cc3)oc3ccccc23)n1 | 72%[activator]
CN1C(=O)COC[C@@H]1[C@H](O)c1ccc(NC(=O)c2ccc(F)cc2)cc1 | -16%[44.1 µM]
O=C1CC(c2ccccc2)N(C(=O)CCc2ccccc2)CCCCCN1 (stereo not drawn) | ?
CSc1ccc(CNC(=O)c2cc3n(n2)CC(c2ccc(Cl)cc2)OC3)cc1 (stereo not drawn) | ?
COCC(C)NC(=O)c1csc2nc(-c3cccc(C(F)(F)F)c3)cn12 (stereo not drawn) | ?
CCc1ccc2nc(N(Cc3cccnc3)C(=O)c3ccc(C#N)cc3)sc2c1 | 8.9µM*
CN1CCC(N2CCN(C(=O)c3c(F)cccc3F)CC2)C1=O (stereo not drawn) | 10%
COc1cccc(NC(=O)COc2ccc(-c3nnc4n3CCCC4)cc2)c1 | 2.8µM*
Cc1ccc(C(=O)N2CCCn3cc(-c4ccccc4)nc32)cn1 | ?
Cc1c(NC(=O)C(C)(C)Oc2ccc(Cl)cc2)cccc1-c1nc2ncccc2o1 | -9%
COc1cc(C(=O)NC2CCCc3c2[nH]c2ccccc32)cc(OC)c1OC (stereo not drawn) | ?
Cc1cc(C(=O)N2CC(Oc3ccc(-c4nc(-c5ccccc5)no4)cc3)C2)n[nH]1 | 4%[5.79 µM]
COc1ccc(OC)c(CNC(=O)c2cnc3c(C)cccn3c2=O)c1 | 13%
CN1CCCC2(Cc3ccccc3CN(C(=O)Cc3ccc(O)cc3)C2)C1 (stereo not drawn) | i
COc1ccc2[nH]c3c(c2c1)CCNC31CCN(C(C)C)CC1 | i
COc1ccccc1NC(=O)C1=C(C)Nc2nc(SCc3ccccc3)nn2C1c1cccs1 (stereo not drawn) | ?
CC(C)c1ccc(CNC(=O)c2noc(-c3ccc[nH]c3=O)n2)cc1 | i
O=C(Nc1ccc(F)c(F)c1)C1CCCN1S(=O)(=O)c1cccc2nsnc12 (stereo not drawn) | 11µM*
CC(=O)N1c2ccc(S(=O)(=O)NCC3CCC(C(=O)NCCC(C)C)CC3)cc2CC1C (stereo not drawn) | ?
Cc1cc(C)c(Cn2c3ccccc3c3cnn(CC(=O)N4CCCCC4)c(=O)c32)c(C)c1 | ?
O=C(Cc1ccc2c(c1)OCO2)NCc1cccnc1N1CCOCC1 | -4%
O=C(NCc1cccnc1)c1ccc2nccn2c1 | 8%&20%[44.1 µM]
Cc1ccncc1C(=O)N1CCCC(c2nc(-c3cccnc3)no2)CCNC(=O)CC1 (stereo not drawn) | 0%
CCNC(=O)N1CCc2cc(OC)c(OC)cc2C1CNC(=O)C1CC1 (stereo not drawn) | -5%
NC1CCCCN(Cc2ccc(Cl)c(F)c2)C1 (stereo not drawn) | ?
CC(C)(C)CC(=O)NC1CCN(c2ccc(F)cc2)C1=O (stereo not drawn) | -17%
CN(Cc1cccnc1)C1CCc2ccccc21 (stereo not drawn) | ?
O=C1N(c2ccccc2)c2ccccc2C12CCN(CC1CCCCC1)C2 (stereo not drawn) | ?
CC(=O)c1cccc(NC(=O)N2C[C@H](c3nc(-c4ccncc4)no3)[C@@H](C)C2)c1 | ?
